Screens deposited in PubChem by The Scripps Research Institute Molecular Screening Center.
FBW7 act – activators of human E3 ligase FBW7; Q969H0; AlphaScreen FBW7–phospho-cyclin E peptide binding, activator screen; normalized activity (activation), % at 26.1 µM; 0.13% of 650,000 active; AID 1259310; in the data active = normalized activity above about 1.9%;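 note: purified mutant Fbw7 with reduced substrate affinity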
GPR151 activ – activates the human receptor GPR151; 1% of 650,000 active; activation, % at 11.2 µM; PathHunter beta-arrestin GPR151 cells, luminescence; Q8TDV0; AID 1508602; in the data active = activation above about 4.9%;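 note: 0% = median of compound wells and 100% = cells with positive control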
Target sequence (Q8TDV0 whole entry, looked up): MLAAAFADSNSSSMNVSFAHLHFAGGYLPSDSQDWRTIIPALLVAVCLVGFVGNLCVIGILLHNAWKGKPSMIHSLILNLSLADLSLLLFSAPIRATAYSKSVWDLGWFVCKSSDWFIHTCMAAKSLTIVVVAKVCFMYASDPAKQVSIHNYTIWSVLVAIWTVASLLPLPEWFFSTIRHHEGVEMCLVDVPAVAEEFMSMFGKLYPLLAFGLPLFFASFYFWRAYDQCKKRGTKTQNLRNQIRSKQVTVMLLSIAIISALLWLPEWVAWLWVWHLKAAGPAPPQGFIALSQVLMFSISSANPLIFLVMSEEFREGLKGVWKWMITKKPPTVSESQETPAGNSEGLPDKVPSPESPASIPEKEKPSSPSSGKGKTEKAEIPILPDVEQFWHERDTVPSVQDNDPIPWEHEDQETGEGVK
TEAD-YAP block – TEAD-YAP interaction inhibition | HEK-TIYL cells, TEAD-Gal4/YAP UAS-luciferase luminescence | inhibition, % at 9.12 µM | 1.4% of 640,000 active | AID 1259422; in the data active = inhibition above about 32%;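 note: 0% = median of test compound wells and 100% = reference inhibitor wells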
MITF primary – human MITF inhibition, primary screen. 0.91% of 650,000 active. O75030. AID 1259374. inhibition, % at 2.6 µM. AlphaScreen MITF homodimerization, bead proximity signal; in the data active = inhibition above about 50%;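 note: 0% = vehicle wells with protein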
Target sequence (O75030 whole entry, looked up): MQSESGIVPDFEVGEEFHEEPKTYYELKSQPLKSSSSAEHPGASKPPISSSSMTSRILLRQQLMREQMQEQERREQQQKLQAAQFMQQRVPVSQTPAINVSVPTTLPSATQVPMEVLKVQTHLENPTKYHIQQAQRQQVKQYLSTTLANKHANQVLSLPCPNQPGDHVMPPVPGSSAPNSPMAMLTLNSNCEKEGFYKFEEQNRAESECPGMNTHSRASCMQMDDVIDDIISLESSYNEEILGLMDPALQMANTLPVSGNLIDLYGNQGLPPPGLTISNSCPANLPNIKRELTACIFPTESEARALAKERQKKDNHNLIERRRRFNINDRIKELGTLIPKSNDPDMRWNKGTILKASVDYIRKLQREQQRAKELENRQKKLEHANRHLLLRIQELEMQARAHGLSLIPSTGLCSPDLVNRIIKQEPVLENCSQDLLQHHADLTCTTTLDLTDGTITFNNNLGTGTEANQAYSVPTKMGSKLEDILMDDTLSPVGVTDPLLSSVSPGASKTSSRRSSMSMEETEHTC
The depositor's hits bear a star.

SMILES	FBW7 act	GPR151 activ	TEAD-YAP block	MITF primary
COc1ccc(CN2CC(=O)N(c3cc(Cl)ccc3C)C2=S)cc1OC	0.0	-0.4	-13.3	-3.3
COc1cccc(C(=O)NCc2ccc(Cl)cc2Cl)c1OC	0.8	-1.1	-17.9	2.7
O=C(Nc1ccc2c(c1)OCO2)c1n[nH]c(=O)c2ccccc12	0.5	-5.9	-59.9	8.5
Cc1ccccc1N(CC(=O)N/N=C/c1cc(Br)c(C)o1)S(C)(=O)=O	0.0	0.4	0.3	6.8
O=C(Nc1cccc2ccccc12)N[C@H]1C[C@H]2C(=O)N3CCC[C@@H]3C(=O)N2C1	0.9	1.2	18.8	23.6
O=C(c1ccco1)N1CCN(S(=O)(=O)c2c(Cl)cccc2Cl)CC1	1.1	-1.3	-12.9	6.6
O=c1c2c(nc3cc(-c4ccc(Cl)cc4)[nH]n13)CCC2	-0.2	0.5	-48.7	1.1
CCOC(=O)c1[nH]c(C)c(C(=O)N2CCCCCC2)c1C	0.9	1.4	-7.6	20.1
COCc1cc(C)nc2sc(C(=O)Nc3ccc(Cl)c(C(=O)O)c3)c(N)c12	-0.2	-0.7	1.0	0.2
N#CC1=C(N)N(c2ccc(Br)cc2F)C2=C(C(=O)CCC2)C1c1cccnc1 (stereo not given)	-0.1	4.7	-1.4	-2.8
CCOc1cc(/C=C2\C(=O)NC(=O)N(c3ccc(Br)c(C)c3)C2=O)ccc1O	-0.1	5.0*	4.6	2.8
O=C(Nc1cccc(-c2ccc(N3CCOCC3)nn2)c1)c1ccc(F)c(F)c1	0.0	0.6	-14.7	8.5
COc1ccc(C)cc1NC(=O)C(NCC(O)c1ccccc1)c1ccccc1 (stereo not given)	-0.5	3.6	-5.0	83.7*
CCCOc1ccc(/C=C/C(=O)Nc2ccccc2C(N)=O)cc1	-0.1	-1.0	-11.6	1.6
COc1ccc(C2/C(=C(/O)c3ccc(Br)cc3)C(=O)C(=O)N2CCCn2ccnc2)cc1OC (stereo not given)	0.6	-1.2	-5.4	10.8
COCCOC(=O)CSc1nc2ccc(C)cc2cc1C#N	0.1	0.9	-93.3	3.2
COc1ccc(C2CC(=O)C(C(c3ccc(Cl)cc3Cl)C3C(=O)CC(c4ccc(OC)cc4)CC3=O)C(=O)C2)cc1 (stereo not given)	0.2	-0.8	4.2	9.0
Cc1cccc(N=Cc2ccc(-n3ccnc3)cc2)c1	0.2	0.4	8.9	1.4
O=C(NCCNC(=O)Nc1ccc(Cl)cc1)Nc1ccc(Cl)cc1	0.2	-0.1	11.5	8.0
Cc1cccc(N2C(=O)CSC2c2ccc(C(C)(C)C)cc2)c1 (stereo not given)	0.0	0.2	1.4	9.5
CCOc1ccc(/C=C/c2[nH]c(=O)[nH]c(=O)c2[N+](=O)[O-])cc1OC	-0.1	-0.7	-1.6	-4.3
O=S(=O)(N/N=C/C1=C(N2CCOCC2)C(=C\c2ccccc2)/CC1)c1ccccc1	0.2	-0.1	-13.7	6.7
Cc1ccc(C2CCN(C(=O)Nc3ccccc3)C2)cc1 (stereo not given)	0.0	-0.6	-66.0	-8.6
O=C(NC(=S)NCCc1ccccc1)c1ccccc1Cl	0.1	1.9	-7.1	10.2
N#CCC(=O)N/N=C\c1c[nH]c2c1ccc1ccccc12	0.0	-0.3	-2.0	6.5
Cc1cc2cc3c(cc2n2c(SCC(=O)Nc4nccs4)nnc12)OCO3	0.1	0.5	-1.6	5.6
COc1ccc(OC)c(Nc2nc(C)nc3sc4c(c23)CCCC4)c1	-0.1	-1.2	-3.6	7.9
O=c1c2ccccc2n(Cc2ccc([N+](=O)[O-])cc2)c(=O)n1Cc1ccc([N+](=O)[O-])cc1	0.2	-0.8	-0.9	3.7
COCCNC(=O)c1cccc(OC2CCN(Cc3ccc(F)c(OC)c3)CC2)c1	-0.1	-0.4	1.1	15.3
COc1cc(-c2nc(Nc3cc(F)ccc3C)c3ccccc3n2)cc(OC)c1OC	-0.1	0.2	10.7	-3.3
Cn1nccc1C(=O)N1CCC[C@@H]2CN(Cc3ccc(F)cc3)CC[C@H]21	-0.1	0.4	-0.9	11.2
CCC(C)(C)NC(=O)Cc1ccc(OC)c(OC)c1	0.0	0.2	3.4	3.2
CC(=O)Nc1sc2c(c1C(=O)Nc1ccccc1C)CCCCC2	-0.1	0.2	-2.3	15.1
COc1cc(NC(=O)c2cc(-c3ccc(Cl)cc3)on2)cc(OC)c1OC	0.0	-0.2	7.5	5.8
CC1CN(C(=O)n2ccnc2)c2ccccc2O1 (stereo not given)	-0.1	1.1	0.2	-3.9
CCCN(CC(=O)Nc1cc(Cl)ccc1Cl)CN1C(=O)NC2(CCCC2)C1=O	0.1	2.8	5.0	1.6

Quoted at random: 4 entries already listed, in no set order.
SMILES	FBW7 act	GPR151 activ	TEAD-YAP block	MITF primary
COCCOC(=O)CSc1nc2ccc(C)cc2cc1C#N	0.1	0.9	-93.3	3.2
Cc1ccc(C2CCN(C(=O)Nc3ccccc3)C2)cc1 (stereo not given)	0.0	-0.6	-66.0	-8.6
CCCOc1ccc(/C=C/C(=O)Nc2ccccc2C(N)=O)cc1	-0.1	-1.0	-11.6	1.6
CCOC(=O)c1[nH]c(C)c(C(=O)N2CCCCCC2)c1C	0.9	1.4	-7.6	20.1

In another format: entries from further up.
Molecule | FBW7 act | GPR151 activ | TEAD-YAP block | MITF primary
O=c1c2ccccc2n(Cc2ccc([N+](=O)[O-])cc2)c(=O)n1Cc1ccc([N+](=O)[O-])cc1 | 0.2 | -0.8 | -0.9 | 3.7
COCCNC(=O)c1cccc(OC2CCN(Cc3ccc(F)c(OC)c3)CC2)c1 | -0.1 | -0.4 | 1.1 | 15.3
COc1cc(-c2nc(Nc3cc(F)ccc3C)c3ccccc3n2)cc(OC)c1OC | -0.1 | 0.2 | 10.7 | -3.3
Cn1nccc1C(=O)N1CCC[C@@H]2CN(Cc3ccc(F)cc3)CC[C@H]21 | -0.1 | 0.4 | -0.9 | 11.2

Going on with the list.
SMILES	FBW7 act	GPR151 activ	TEAD-YAP block	MITF primary
O=C(Nc1nccs1)c1ccc(COc2ccc(Cl)cc2)o1	0.2	-1.6	-7.9	0.1
O=C(NCC(c1ccco1)N1CCN(c2ccccc2)CC1)c1ccc(Cl)cc1 (stereo not given)	0.1	-1.7	-5.5	4.6
CC1=NN(c2ccccc2)C(=O)/C1=C/c1ccc2c(c1)OCO2	-0.1	-0.5	5.7	13.0
COc1ccccc1NS(=O)(=O)c1ccc2c(c1)c(=O)n(C)c(=O)n2C	0.2	-0.4	5.6	-11.3
Cc1ccc(N2C(=O)C3C(C2=O)C2(c4ccccc4)C(=O)C3(c3ccccc3)C(c3ccccc3)=C2c2ccccc2)cc1Cl (stereo not given)	-0.1	-1.3	-0.5	-2.3
CCOC(=O)/C=C/C(=O)Nc1c(Cl)cccc1Cl	-0.1	1.3	-0.5	-1.9
COc1ccc(NC(=O)C(c2ccc(C)cc2)N2CCOCC2)cc1 (stereo not given)	0.0	-0.2	-8.7	7.3
CCc1ccc(C2C(C#N)=C(N)Nc3oc(COC)nc32)cc1 (stereo not given)	0.5	-1.2	9.3	15.1
Cc1ccccc1Cn1c(C(=O)O)c(CNC2CCCC2)c2ccccc21	-0.1	-0.2	6.3	-2.5
O=C(c1c(F)cccc1F)N1CCCC(c2nc(-c3ccncc3)no2)C1 (stereo not given)	0.5	0.0	2.5	11.4
COC(=O)CCc1c(C)c(C(=O)c2cc(OC)c(OC)c(OC)c2)c2ccccn12	-0.1	-2.0	-1.3	12.1
Cc1cccc(OCc2nn3c(-c4ccncc4)nnc3s2)c1	0.4	-0.3	2.5	12.4
CCc1c(C)c2ccc(OCC(C)=O)cc2oc1=O	-0.1	-0.4	3.2	-8.8
Fc1ccccc1CSc1nc(Nc2ccc3c(c2)OCO3)c2ccccc2n1	0.1	0.3	10.5	4.2
Cc1ccc(C2C(C(=O)OCC(C)C)C(=O)CC(C)(O)C2C(=O)OCC(C)C)cc1 (stereo not given)	0.0	0.3	3.2	-2.3
COC(=O)C1C(c2cccc(F)c2)c2c([nH][nH]c2=O)CC1(C)O (stereo not given)	0.0	0.1	-4.8	3.9
CCOC(=O)N/N=C\c1cccc(OC)c1	-0.3	-1.0	-36.3	-2.2
CCOc1ccc(NC(=O)CCc2nnc3ccc(N4CCN(C)CC4)nn23)cc1	0.2	1.0	-4.0	-5.1
CCC(CC)C(=O)N1c2ccccc2CCc2ccccc21	0.1	-0.9	-1.3	5.8
O=C(c1csc2c1CCCC2)N1CCc2ccccc21	0.1	0.7	1.7	6.3
COCC1CCCN(C(=O)c2cccc(-n3cc(NC(=O)Cc4cccc(C)c4)cn3)c2)C1 (stereo not given)	0.1	-0.7	9.2	11.5
COc1cc(OC)cc(C(=O)N/N=C(\C)CC(=O)Nc2ccccc2-c2ccccc2)c1	-0.2	0.3	51.5*	-4.1
CCc1ccc(NCc2cc3cc4c(cc3n(CC(=O)Nc3cc(C)ccc3C)c2=O)OCCO4)cc1	-0.6	-0.6	-11.6	-0.8
Cc1ccccc1NC1SC(=O)N(c2ccc(F)cc2)C1=O (stereo not given)	-0.2	-1.1	-16.7	-10.4
CCN(CC)S(=O)(=O)c1ccc(-c2csc(=Nc3cccc(C(F)(F)F)c3)n2CCc2ccc(OC)c(OC)c2)cc1	-0.1	-0.4	-8.5	4.7
O=C(CCCOc1ccccc1)Nc1ccc([N+](=O)[O-])cc1Br	-0.2	1.8	-1.2	-0.6
CCOc1cc(C)c(S(=O)(=O)NCCc2ccccc2)cc1C	-0.6	1.0	-20.4	3.1
COc1ccc(NC(=S)NCCNc2ccc([N+](=O)[O-])cn2)cc1	0.1	1.1	6.4	0.3
CC1CCCC(NC(=O)C2N(C3CCCC(C)C3C)C(=O)C3C(C(=O)Nc4cccc(Cl)c4)C4C=CC32O4)C1C (stereo not given)	-0.1	-0.6	-7.6	-12.9
COc1cccc(N2C(=O)CC(Sc3nnc(C)s3)C2=O)c1 (stereo not given)	0.0	-0.7	4.1	8.3
O=S(=O)(Cc1ccccc1)NNc1ccccc1	0.0	0.1	-1.8	7.6
COC(=O)c1sccc1NC(=O)c1cc([N+](=O)[O-])ccc1Cl	-0.3	-0.6	-1.8	2.1
Cc1cccc(C)c1N(CC(=O)N(C)Cc1ccccc1)S(C)(=O)=O	0.7	0.0	-16.1	19.3
CC(=O)Nc1ccc2oc(-c3ccccc3Br)nc2c1	0.1	-3.0	-66.2	-1.0
O=c1[nH]c(N2CCOCC2)nc2c1CCN(Cc1c[nH]c3ccccc13)C2	-0.1	0.1	-0.3	-2.7
O=[N+]([O-])c1ccc(-c2csc(N3N=C(c4cccs4)CC3c3ccc(F)cc3)n2)cc1 (stereo not given)	1.1	0.5	2.8	15.4
CCOc1cc(/C=C2/C(=O)NC(=O)N(c3cccc(C)c3)C2=O)cc(Br)c1O	-0.1	0.9	11.8	12.8
Cc1ccc(NC(=O)C2CCN(S(=O)(=O)c3c(C)[nH]c(=O)[nH]c3=O)CC2)cc1	0.0	-0.3	-7.8	-9.4
O=c1c2ccccc2nnn1Cc1cccc(F)c1	0.0	0.2	-3.2	3.0
CC12C=CC(O1)C1C(=O)N(c3ccc(F)cc3)C(=O)C12 (stereo not given)	0.2	-1.4	12.8	8.9
Cc1c2cnn(CC(=O)N3CCCCCC3)c(=O)c2c(C)n1Cc1ccc(Cl)cc1	0.5	-0.3	14.5	9.4
Cc1c(C(=O)Nc2ccc(I)cc2)sc2ncn(Cc3ccccc3Cl)c(=O)c12	0.3	0.1	6.1	16.1
CC(=O)n1c2ccccc2c2nc3ccc([N+](=O)[O-])cc3cc21	0.1	-1.2	-5.3	35.1
N/C(=N\c1nc(=O)c2ccccc2s1)NC(=O)c1cccc(Br)c1	-0.2	4.9	1.0	4.4
COc1ccc(N2CCN(C(=O)CSCc3ccc([N+](=O)[O-])cc3)CC2)cc1	-0.3	-0.3	10.9	4.4
COc1ccccc1C(C(=O)NC(C)(C)C)N(C(=O)c1csnn1)c1ccccc1C (stereo not given)	0.2	-1.2	-5.3	6.0
O=C(NC1CCCCC1)c1ccc(N2CC3CC(C2)c2cccc(=O)n2C3)c(NS(=O)(=O)c2ccc(F)cc2)c1 (stereo not given)	-0.3	0.4	-12.8	5.6
CC(=O)Nc1c2c(nn1-c1ccc([N+](=O)[O-])cc1)CSC2	0.1	0.0	0.4	2.0
O=C(CSc1n[nH]c(-c2ccco2)n1)c1ccc(O)c(O)c1	-0.2	-0.8	-1.7	19.0
CC1CCCC(NC(=O)c2ccc3c(=O)n(CCc4ccccc4)c(=S)[nH]c3c2)C1C (stereo not given)	0.3	1.2	-4.0	21.4
CCOc1cc(/C=N/NC(=O)c2ccc(=O)n(C)c2)ccc1O	0.1	1.6	18.6	-8.8
CC(C)c1ccc(NC(=O)C2C3C=CC4(O3)C2C(=O)N(Cc2cccnc2)C4C(=O)NC2CCCC(C)C2C)cc1 (stereo not given)	0.5	-0.7	7.0	10.1
O=C(c1ccc2c(c1)OCCO2)C1CCN(C(=O)NC23CC4CC(CC(C4)C2)C3)CC1	-0.2	0.2	2.2	-1.1
CCOC(=O)c1ccc(NC(=O)Cn2nnc(C(=O)OC)c2C(=O)OC)cc1	0.4	-0.1	-3.0	25.8
